# CASP6 VEID inh: inhibitors of human caspase-6; P55212; purified caspase-6, Z-VEID-R110 cleavage fluorescence; inhibition, % at 12.5 µM; 0.53% of 350,000 active; AID 686996;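 active = mean inhibition across replicates at least about 35%, with every replicate also reaching that limit, limit read from the data; inconclusive = only one of the two criteria met; inactive = neither criterion met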;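 also: 0% = median of neutral control wells and 100% = no fluorescence left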
# RAD52 inh: blocks human RAD52 DNA annealing. recombinant RAD52 DNA annealing, FRET fluorescence. 0.46% of 360,000 active. P43351. inhibition, % at 18.7 µM. AID 651710;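 active = every replicate showing at least 50% inhibition; inconclusive = mean inhibition at least 50% but not in every replicate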
# ERp5 block: blocks human ERp5 reductase activity on insulin; Q15084; ERp5 insulin aggregation, absorbance 650 nm, 90 min; inhibition, % at 9.99 µM; 0.05% of 350,000 active; AID 651711;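 active = mean replicate inhibition above about 25%, with every replicate also reaching it, limit read from the data, passing the limit was not always enough; inconclusive = only one of those two criteria met; inactive = neither criterion met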
# Target sequence (Q15084 whole entry, looked up): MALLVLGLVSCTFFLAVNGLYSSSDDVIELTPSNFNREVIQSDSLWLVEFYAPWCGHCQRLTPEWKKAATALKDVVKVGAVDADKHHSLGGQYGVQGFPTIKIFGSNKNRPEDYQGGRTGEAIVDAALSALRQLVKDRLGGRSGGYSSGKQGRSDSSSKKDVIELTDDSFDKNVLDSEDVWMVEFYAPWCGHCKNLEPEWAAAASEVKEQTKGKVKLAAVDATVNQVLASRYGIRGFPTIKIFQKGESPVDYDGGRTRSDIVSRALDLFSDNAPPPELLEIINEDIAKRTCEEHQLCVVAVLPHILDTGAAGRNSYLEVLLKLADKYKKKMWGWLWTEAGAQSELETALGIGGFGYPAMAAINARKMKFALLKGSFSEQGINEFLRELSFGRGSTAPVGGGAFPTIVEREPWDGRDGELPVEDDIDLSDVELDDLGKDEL
# E-selectin induc: E-selectin induction on HUVECs. P16581. HUVEC E-selectin immunofluorescence imaging; normalized: neutral wells 0, TNF-alpha wells 100. activation, % at 7.58 µM. 0.37% of 260,000 active. AID 686992;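 active = mean E-selectin-positive cell signal at least 10% of the positive control, reached in at least 60% of replicates, without over 20% cell loss; inconclusive = no rule given, readout overlaps actives, possibly toxicity-flagged; inactive = the rest, including those meeting only one limit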;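 also: in these data hits start at about 27%; measured in HUVEC primary endothelial cells; signal is the percent of cells scored E-selectin positive by PE staining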
# Target sequence (P16581 whole entry, looked up): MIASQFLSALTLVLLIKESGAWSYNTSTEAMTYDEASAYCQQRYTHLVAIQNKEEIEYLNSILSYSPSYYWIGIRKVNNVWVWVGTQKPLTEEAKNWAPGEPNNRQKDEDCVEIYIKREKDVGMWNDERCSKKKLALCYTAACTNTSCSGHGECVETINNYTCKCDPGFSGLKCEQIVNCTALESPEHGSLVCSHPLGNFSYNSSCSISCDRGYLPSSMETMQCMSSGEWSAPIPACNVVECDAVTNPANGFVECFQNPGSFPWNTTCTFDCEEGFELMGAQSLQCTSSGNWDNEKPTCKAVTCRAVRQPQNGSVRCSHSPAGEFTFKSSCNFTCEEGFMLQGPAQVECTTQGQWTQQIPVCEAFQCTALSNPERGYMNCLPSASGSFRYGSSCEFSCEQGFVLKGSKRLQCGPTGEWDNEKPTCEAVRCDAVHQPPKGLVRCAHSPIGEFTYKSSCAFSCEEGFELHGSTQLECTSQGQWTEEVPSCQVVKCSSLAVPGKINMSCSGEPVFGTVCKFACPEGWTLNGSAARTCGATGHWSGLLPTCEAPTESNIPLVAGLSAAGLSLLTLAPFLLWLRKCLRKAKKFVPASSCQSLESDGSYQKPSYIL
#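 Test system: HUVEC; input: 3,000 HUVEC/well; measured by: immunofluorescence imaging; read-out: % PE-positive cells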
# RAD54 inh: inhibitors of human RAD54 branch migration; inhibition, % at 10.4 µM; Q92698; 0.14% of 360,000 active; AID 602329; RAD54 Holliday junction branch migration, FAM/BHQ fluorescence;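 active = mean normalized replicate activity at least 40 and at least half of replicates scoring 40 or more; inconclusive = only one of the two criteria met; inactive = mean below 40 and under half of replicates reaching 40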;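 also: 0% = median of neutral control wells and 100% = median of positive control wells; inhibitors cause a drop in the FAM fluorescence signal; in these data hits start at about 50%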
# ARNT TACC3 PPI: ARNT/TACC3 interaction disruption | AlphaScreen His-ARNT PAS-B/GST-TACC3 binding, luminescence; TACC3 fragment carries E629A point mutation | 0.66% of 390,000 active | inhibition, % at 9.99 µM | Q9Y6A5;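 active = mean inhibition of replicates at least 50% and at least half of replicates each reaching 50%; inconclusive = half or more replicates reach 50% but mean below 50%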;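 also: 0% = complete ARNT plus TACC3 wells and 100% = ARNT alone without TACC3; many hits fall short of the cut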
# esBAF inh: SWI/SNF esBAF complex inhibition. mouse ES cells, Bmi1-luciferase knock-in reporter, 24 h; 100% = twice the neutral-well signal. reporter increase, % at 12.5 µM. 2% of 350,000 active. AID 602393; in the data active = activation above about 40%; inconclusive = no clear call, values can overlap the other calls;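 also: 0% = median of the plate's neutral control wells and 100% = double that signal; a rise in the Bmi1 reporter signal indicates esBAF inhibition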
# PglD DTNB: PglD (C. jejuni) enzyme inhibition. purified PglD enzyme, DTNB colorimetric CoA detection. inhibition, % at 12.5 µM. 0.098% of 360,000 active; in the data active = inhibition above about 16%, passing the limit was not always enough; inconclusive = no clear call, values can overlap the other calls; also: strong numbers were not always called active
# * marks the source's active call; other numbers are inactive results; ? = inconclusive; · = no result given.
SMILES,CASP6 VEID inh,RAD52 inh,ERp5 block,E-selectin induc,RAD54 inh,ARNT TACC3 PPI,esBAF inh,PglD DTNB
COc1cc(NS(=O)(=O)c2ccc(NC(=S)NC(=O)c3ccc(F)cc3)cc2)nc(OC)n1,·,-17.1,1.0,0.2,3.7,1.3,2.6,-8.0
COc1cccc(CNS(=O)(=O)c2ccc(S(=O)(=O)N3CCCC3)cc2)c1,-1.0,-17.2,4.6,·,·,0.4,2.9,·
CC(Sc1nnc(CNC(=O)c2ccco2)n1C)C(=O)Nc1nccs1 (stereo unspecified),6.8,-6.8,-0.5,·,-1.6,2.7,-4.2,1.0
O=C(NC1CCC1)[C@H]1[C@H](CO)[C@H]2Cn3c(ccc(-c4ccccc4)c3=O)[C@@H]1N2CC1CC1,2.1,-11.0,-9.6,-0.2,1.1,-6.1,3.1,-2.3
O=C(Nc1ccc(F)cc1)C(c1ccccc1)N1CCN(CC(=O)N2CCOCC2)CC1 (stereo unspecified),-0.6,-6.0,10.9,·,-0.4,10.1,-3.0,-0.8
Cc1cc(C(F)F)nn1CC(=O)N1CCSCC1,·,·,·,·,-1.4,-4.9,-4.1,-4.4
CCC1=C(OC(=O)N(CC)CC)N2C(=O)OC(=NCCOC)[C@]2(Cc2ccccc2)[C@H]2C1=CC[C@H]1C(=O)N(C)C(=O)[C@H]12,-1.9,-14.2,0.3,-0.3,-6.1,-2.3,4.4,-4.6
COc1ccc(CNC(=S)NCc2ccc(F)cc2)cc1,-0.1,-11.6,2.2,·,6.8,-1.2,2.8,1.5
O=C(NCc1cccc(F)c1)Nc1nnc([C@H]2C[C@H](O)[C@@H](CO)O2)s1,1.8,-8.3,1.7,-0.6,6.3,·,-1.5,-2.5
COc1ccc(OC)c(NC(=O)C2CCN(C(=O)c3cccs3)CC2)c1,-1.1,-15.5,4.5,-6.8,·,1.5,·,·
CC(Oc1ccc(Br)cc1)C(=O)Nc1cc(S(=O)(=O)N2CCOCC2)ccc1N1CCCC1 (stereo unspecified),3.3,-18.9,0.1,-0.2,7.4,4.8,·,-10.9
CCOc1ccc(CCNC(=O)COC(=O)c2cccc(OC)c2O)cc1OCC,-2.7,-6.3,-1.9,·,·,16.9,·,·
C[C@@H]1CN([C@@H](C)CO)C(=O)c2cc(-c3cccnc3)cnc2O[C@H]1CN(C)Cc1ccc(Oc2ccccc2)cc1,-1.5,-4.6,-2.1,-0.9,-3.5,8.1,-4.5,1.3
C[C@@H]1CN([C@H](C)CO)C(=O)c2cc(-c3ccc(C(=O)N(C)C)cc3)cnc2O[C@@H]1CN(C)C(=O)C1CC1,-2.0,-4.6,-3.7,-0.3,5.0,-8.7,-1.4,0.7
COc1cccc(/C=C/C(=O)OCC(=O)NCc2ccc3c(c2)OCO3)c1,1.3,-13.4,-12.7,1.8,1.1,-0.1,-2.0,-3.2
C[C@@H]1CN([C@H](C)CO)C(=O)c2cc(NS(=O)(=O)c3cn(C)cn3)ccc2O[C@@H](C)CCCCO[C@H]1CN(C)S(=O)(=O)c1cn(C)cn1,0.3,9.0,-0.9,0.0,-16.3,-2.2,2.4,0.8
O=C1OCCN1CCN(CN1C(=O)CCC1=O)CN1C(=O)CCC1=O,·,·,·,·,-7.6,-3.6,-8.8,-4.1
COc1ccc(NS(=O)(=O)c2cccc(C(=O)NNC(=O)COc3ccccc3)c2)cc1,5.9,-5.3,-3.2,·,-5.2,18.7,0.2,3.8
CCOc1ccccc1N1CCN(C(=O)Nc2ccc(F)c(Cl)c2)CC1,·,·,·,·,-7.5,-2.2,19.2,1.6
CO[C@@H]1CN(C)C(=O)c2cc(NC(=O)CC(F)(F)F)ccc2OC[C@H](C)NC[C@H]1C,1.3,-72.6,-3.9,2.9,·,·,·,·
Cc1nc(Nc2ccc(C(=O)O)cc2)nc(Nc2ccc(C(=O)O)cc2)c1[N+](=O)[O-],5.0,-20.8,4.4,·,·,63.8*,·,·
Cc1ccc(S(=O)(=O)N2CC[C@@H]3[C@H]2c2cc(C#Cc4cccnc4)ccc2N(C)[C@H]3CO)cc1,·,·,·,-0.2,-4.3,41.0,8.8,-2.7
Cc1cc(Cl)c(OCCCCN2CCOCC2)c(Br)c1,1.2,-6.9,6.7,0.0,5.6,·,·,3.2
CC(=O)N1N=C(c2cccs2)CC1c1cc2cc(C)ccc2nc1Cl (stereo unspecified),-2.4,-0.2,3.2,-0.3,·,-17.3,-10.5,·
CN(C)CC(=O)N1[C@@H](C#N)[C@H](c2ccc(C#CC3CC3)cc2)[C@@H]1CO,1.3,-2.7,3.4,-0.6,-9.6,-3.2,-3.7,-2.6

# Remaining list, next part
SMILES,CASP6 VEID inh,RAD52 inh,ERp5 block,E-selectin induc,RAD54 inh,ARNT TACC3 PPI,esBAF inh,PglD DTNB
COc1ccccc1OCCNC(=O)CSC(=S)N1CCCC1,2.2,-3.5,4.9,0.0,-4.7,0.4,2.9,2.4
O=C(Nc1cc([N+](=O)[O-])ccc1N1CCCC1)c1ccco1,4.0,-11.4,4.3,-0.2,·,1.2,·,·
CCOc1ccccc1N(CC(=O)Nc1cccnc1)S(=O)(=O)c1ccc(C)cc1,0.6,-14.2,-4.6,3.1,·,-0.4,·,·
CNC[C@@H]1Oc2ccc(NC(=O)Cn3cnnn3)cc2CC(=O)N([C@H](C)CO)C[C@H]1C,-1.9,-6.7,-0.7,-0.1,-2.8,-2.2,-1.4,-4.3
CC(C)NS(=O)(=O)c1ccc(OCC(=O)N2CCCC2)c(Cl)c1,·,·,·,·,0.3,-6.8,2.4,-4.6
Cc1ccnc(NC(=O)c2ccc(COc3ccc(Cl)cc3)o2)c1,·,·,·,·,-7.4,-11.9,13.4,1.0
Cc1oc(-c2ccccc2F)nc1CN1CCC(C(=O)NC2CCCc3ccccc32)CC1 (stereo unspecified),·,·,·,·,-3.5,-7.3,-1.1,-5.9
Cc1cccc(C)c1CC(=O)N1CCOCC1,1.2,-4.9,1.3,0.1,-8.6,8.5,-3.8,1.1
CC(C)C#Cc1cnc2c(c1)C(=O)N([C@H](C)CO)C[C@@H](C)[C@H](CN(C)C(=O)c1ccc3c(c1)OCO3)O2,2.4,3.7,3.1,-0.1,4.6,1.6,0.1,0.4
CC(=O)c1cccc(CN2CCC(n3nccc3NC(=O)CCc3ccccc3)CC2)c1,·,·,·,·,-5.2,1.9,-2.4,-2.1
COc1cc(N)c(Cl)cc1C(=O)OCC(=O)NC(=O)NCc1ccco1,5.6,-12.7,-0.8,-0.5,-4.9,2.3,11.7,-3.3
O=C1OCCN1C(=O)[C@H]1[C@H](c2ccccc2)C(c2cccc(Cl)c2)=NN1c1ccccc1,·,·,·,·,8.7,-24.0,-0.2,-4.0
Cc1ccc(OCCC(=O)OCC(=O)N2c3ccccc3CC2C)cc1 (stereo unspecified),·,·,·,·,-6.2,-1.8,-8.7,-1.4
CCN(CC)C(=O)CSc1nc2c(sc(=S)n2-c2ccccc2OC)c(=O)n1-c1ccccc1,1.1,4.7,0.7,0.0,3.7,-4.4,4.6,0.7
C#CCOCCOCCOCCNc1nc(N2CCN(C(=O)[C@H](C(C)C)n3cc(CCO)nn3)CC2)nc(N2CCN(C(=O)[C@H](C)n3cc(CCCN=C(N)N)nn3)CC2)n1,-11.3,-10.8,10.3,-0.1,3.2,-6.0,1.8,3.7
COCC(=O)Nc1ccc2c(c1)OC[C@@H](C)N(Cc1cccc(F)c1)C[C@H](C)[C@H](OC)CN(C)C2=O,-3.0,4.3,-1.8,0.0,-2.4,·,4.6,0.8
Cc1cc(C([O-])=C(C(=S)Nc2ccccc2)[n+]2ccccc2)c(C)n1-c1ccccc1,4.9,-15.9,-7.3,0.6,·,6.1,·,·
COCC(=O)n1nc(-c2ccc(C)cc2)nc1NCc1ccc(F)cc1,-4.4,-8.7,-1.7,-1.7,·,-1.8,·,·
Cc1ccc(S(=O)(=O)N(C)C[C@@H]2OCCCC[C@@H](C)Oc3ccc(NC(=O)Nc4ccccc4)cc3C(=O)N([C@H](C)CO)C[C@@H]2C)cc1,-1.0,-13.8,9.0,·,-1.8,-0.2,10.9,3.0
Cc1cccc(N=C2NC(=O)/C(=C/c3cccnc3)S2)c1,-2.5,-42.5,-6.9,0.0,·,-2.4,·,·
COc1cc(CN2CCN(C(C)C)C(CCO)C2)ccc1OCc1ccccc1 (stereo unspecified),-11.5,-5.6,-5.1,0.1,·,2.1,·,·
Cc1ccc(NC(=O)CSc2nnc3ccccn23)cc1,0.1,-10.1,2.5,·,·,-3.8,28.6,·
CCOc1ccc(C(=O)NC(=S)Nc2ccccn2)cc1[N+](=O)[O-],·,·,·,·,-13.5,-0.4,15.2,2.2
O=C(c1ccc(Cl)c(S(=O)(=O)N2CCOCC2)c1)N1CCCCC1,2.6,7.0,3.5,0.4,·,-4.0,·,·
Cc1ccc(C(C#N)=Cc2ccc3c(c2)OCO3)cc1,-0.5,-33.6,-1.0,0.1,7.2,·,·,-6.5

# New compounds follow:
SMILES,CASP6 VEID inh,RAD52 inh,ERp5 block,E-selectin induc,RAD54 inh,ARNT TACC3 PPI,esBAF inh,PglD DTNB
COCC(C)N=Cc1c(O)[nH]c2ccccc12 (stereo unspecified),·,·,·,·,-8.1,-19.0,-2.0,-0.7
O=C(Cc1ccccn1)N1CC(=O)N2[C@H](C1)[C@H](c1ccc(C#CC3CCCC3)cc1)[C@@H]2CO,2.1,-17.9,-1.4,-0.3,·,·,·,·
CC(C)c1cccc(C(C)C)c1NC(=S)Nc1cccc(Cl)c1,-3.3,1.1,-0.7,8.4,-1.9,-3.4,7.3,-0.1
O=C(Nc1cccc2ccccc12)C1CCN(C(=O)Cc2ccccc2)CC1,·,·,·,·,3.2,-13.2,-5.3,11.3
C[C@H]1CN([C@@H](C)CO)C(=O)CCCn2nncc2CO[C@H]1CN(C)C(=O)Nc1ccc(C(F)(F)F)cc1,0.7,-2.8,2.0,0.1,3.7,-3.1,-0.7,-0.1
COc1ccccc1CNCC(=O)Nc1ccc(C#N)cc1,-2.5,-17.1,0.5,-0.3,-17.2,1.0,4.3,-1.6
O=C(/C=C/C(=O)N1CCc2ccccc2C1)N1CCc2ccccc2C1,7.2,-40.6,1.3,0.1,·,·,·,·
CC(C)(C)c1ccc(C#C[C@@H]2C=C[C@@H](O)[C@@H](CO)O2)cc1,-1.6,-4.3,-1.4,0.7,·,·,·,·
O=C1CC(C(=O)Nc2cccc(Cl)c2)n2ncnc2N1 (stereo unspecified),-2.2,-18.8,3.7,4.9,-8.6,-0.6,-3.1,-0.8
CCOc1ccc(NC(=O)CN(C)C(=O)C2COc3ccccc3O2)cc1OCC (stereo unspecified),11.1,2.4,0.0,·,·,·,3.9,·
COc1ccc(S(=O)(=O)Nc2cccc3c2O[C@@H](CN(C)C(=O)Nc2ccc4c(c2)OCO4)[C@@H](C)CN([C@H](C)CO)C3=O)cc1,-2.7,-7.8,-6.1,?,4.3,0.7,16.3,-1.8
CCn1c(CCNC(=O)c2cccs2)nnc1SCC(=O)Nc1ccc(Cl)cc1,·,·,·,·,6.8,11.9,-4.0,-7.3
O=C(Nc1ccc(Cl)cc1)N1C[C@@H]2[C@H](c3ccccc31)[C@H](CO)N2C(=O)c1ccccn1,·,-5.2,·,0.4,-8.1,9.5,22.9,0.2
CCC(=O)NC(C)c1cc(Cl)c2cccnc2c1O (stereo unspecified),·,-7.2,-2.6,-0.3,-2.6,60.7*,-17.7,-1.3

# Single records, from the list above. Values in the order: CASP6 VEID inh, RAD52 inh, ERp5 block, E-selectin induc, RAD54 inh, ARNT TACC3 PPI, esBAF inh, PglD DTNB
# Listed for CC(C)(C)c1ccc(C#C[C@@H]2C=C[C@@H](O)[C@@H](CO)O2)cc1 → -1.6, -4.3, -1.4, 0.7, ·, ·, ·, ·
# Listed for COc1ccccc1CNCC(=O)Nc1ccc(C#N)cc1 → -2.5, -17.1, 0.5, -0.3, -17.2, 1.0, 4.3, -1.6

# Source: PubChem
